Bioassay records: PubChem, National Center for Advancing Translational Sciences (NCATS)
TrxR1 substrate: substrates of rat thioredoxin reductase 1. O89049. purified TrxR1 substrate turnover, NADPH consumption readout. Potency, µM (top dose mostly 114 µM), without a hit: at the top dose activity change, negative = substrate turnover. actives 0.01% (n = 390,000); note: potency is the fitted concentration of half-maximal effect; % is set by controls: 0 for no effect and ±100 for the full control effect; nearly all actives have a fitted effect of over 50% in size
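Rat TrxR1, dispensed at 90 nM, was prereduced with 400 uM NADPH (final) for 5 min at ~22 deg C, then incubated with compound 15 min before 400 uM selenite. A first-read NADPH fluorescence drop versus no-compound background flagged substrates.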
Pin1 inh: inhibitors of human Pin1. Q13526. Pin1 FP peptide displacement, HiFluor488, 10 min. Potency, µM (titrated, usually from 115 µM), for the others: at the highest dose activity, negative = inhibition, most hits filed as inhibitors. actives 0.009% (n = 390,000); active = well fitted inhibition curve with a large enough effect in the polarisation, with a control signal flat, not every such curve was filed as active; inconclusive = small, poorly fitted or top-dose-only effect, or effect the other way, or a change in a side signal; inactive = no such curve, though single readings can be large or run the other way; the % refers to the polarisation; note: potency is the fitted concentration of half-maximal effect; % is set by controls: 0 for no effect and ±100 for the full control effect
GLS inh: blocks human kidney-isoform glutaminase activity; GLS enzymatic activity, qHTS titration; actives 0.21% (n = 410,000); O94925; Potency, µM (series often up to 45.5 µM), without a hit: top-dose activity change, negative = inhibition, most hits filed as inhibitors; note: potency is the fitted concentration of half-maximal effect; % is set by controls: 0 for no effect and ±100 for the full control effect
Target sequence (O94925 whole entry, looked up, canonical isoform): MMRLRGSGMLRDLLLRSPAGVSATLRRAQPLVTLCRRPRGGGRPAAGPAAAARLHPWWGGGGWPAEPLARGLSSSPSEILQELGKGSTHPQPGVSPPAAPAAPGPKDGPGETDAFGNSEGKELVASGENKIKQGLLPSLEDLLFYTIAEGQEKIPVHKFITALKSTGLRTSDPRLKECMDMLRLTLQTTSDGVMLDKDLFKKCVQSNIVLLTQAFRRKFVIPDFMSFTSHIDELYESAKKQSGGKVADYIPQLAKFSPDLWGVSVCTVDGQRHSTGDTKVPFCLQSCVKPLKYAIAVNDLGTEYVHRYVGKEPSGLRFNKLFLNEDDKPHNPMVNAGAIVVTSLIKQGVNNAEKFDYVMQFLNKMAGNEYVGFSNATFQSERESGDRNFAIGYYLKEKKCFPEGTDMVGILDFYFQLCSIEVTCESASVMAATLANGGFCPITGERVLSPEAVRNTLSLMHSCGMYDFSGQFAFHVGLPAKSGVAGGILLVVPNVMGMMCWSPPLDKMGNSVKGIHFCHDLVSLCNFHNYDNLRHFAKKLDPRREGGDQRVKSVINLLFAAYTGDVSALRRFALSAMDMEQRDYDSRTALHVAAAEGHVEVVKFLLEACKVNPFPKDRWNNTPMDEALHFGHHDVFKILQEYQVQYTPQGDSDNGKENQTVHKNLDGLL
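Assay buffer: 45 mM KH2PO4 pH 8.2, 0.02% Tween-20. hKGA acts on L-glutamine (1 mM solution added); product glutamate is reported by an oxidase/peroxidase Amplex Red coupling, with fluorescence taken at baseline and 30 min.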
TrxR1 inh: blocks rat thioredoxin reductase 1 | actives 1% (n = 390,000) | recombinant rTrxR1, NADPH fluorescence consumption, selenite substrate | Potency, µM (titrated, usually from 114 µM), without a hit: at the top dose activity change, negative = inhibition, most hits filed as inhibitors | AID 588453 | O89049; note: potency is the fitted concentration of half-maximal effect; % is set by controls: 0 for no effect and ±100 for the full control effect; nearly all actives have a fitted effect of over 65% in size
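Rat TrxR1 (90 nM in the dispensed reagent) was pre-reduced with 400 uM NADPH for 5 min at room temperature, then incubated with compound for 15 min. After 400 uM selenite was added, NADPH fluorescence (Ex 340/Em 450 nm) was followed for 8 min.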
mIDH1 inhibitor: inhibitors of human mutant IDH1 R132H; IDH1-R132H enzyme, NADPH consumption, diaphorase/resazurin fluorescence; Potency, µM (highest dose often 76.6 µM), for inactives: at the top dose activity change, negative = inhibition, actives largely listed as inhibitors; actives 0.093% (n = 390,000); note: potency is the fitted concentration of half-maximal effect; % is set by controls: 0 for no effect and ±100 for the full control effect; nearly all actives have a fitted effect of over 65% in size
Target sequence (O75874 whole entry R132H, stated change not applied): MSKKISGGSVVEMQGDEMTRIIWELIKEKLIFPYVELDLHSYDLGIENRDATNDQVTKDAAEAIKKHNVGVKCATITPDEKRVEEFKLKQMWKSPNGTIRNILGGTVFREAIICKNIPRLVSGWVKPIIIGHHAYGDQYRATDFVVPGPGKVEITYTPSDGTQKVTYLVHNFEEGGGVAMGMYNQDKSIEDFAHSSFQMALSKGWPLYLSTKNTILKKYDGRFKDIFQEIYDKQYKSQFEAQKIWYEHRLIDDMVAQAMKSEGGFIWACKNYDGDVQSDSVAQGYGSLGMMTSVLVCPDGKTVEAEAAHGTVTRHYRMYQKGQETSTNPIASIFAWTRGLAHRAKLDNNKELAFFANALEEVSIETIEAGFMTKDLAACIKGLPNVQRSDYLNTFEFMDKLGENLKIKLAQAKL
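IDH1-R132H (0.5 ug/mL dispensed) in pH 7.5 Tris buffer was preincubated 30 min with compound, then given a substrate mix of 0.016 mM NADPH and 2 mM alpha-KG for 80 min at room temperature; remaining NADPH was read by diaphorase/resazurin fluorescence.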
PI4K2A inh: inhibitors of human PI4K2A; activity change, negative = inhibition, % at 76.9 µM; actives 0.13% (n = 420,000); purified PI4K2A, ADP-Glo luminescence, 1 h; active compounds read low; Q9BTU6; in the data active = activity change below about -50%; inconclusive = mostly about -30% to -49%;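 note: -100% = wells without enzyme as full effect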
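Compounds are screened against recombinant PI4K2A using PI as substrate and ATP, the latter dispensed at 300 microM. Reactions run one hour at ambient temperature before ADP-Glo detection; full inhibition defined by wells lacking enzyme.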
HP1b chromo inh: HP1-beta chromodomain-methylated histone interaction inhibition | AlphaScreen HP1-beta / biotin-H3K9me3 peptide binding | AID 540317 | actives 0.56% (n = 390,000) | P83916 | Potency, µM (highest dose often 114 µM), without a hit: top-dose activity change, negative = inhibition, hits mostly inhibitors; note: potency is the fitted concentration of half-maximal effect; nearly all actives have a fitted effect of over 70% in size; inactives centre near 23
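AlphaScreen: HP1-beta (50 nM) preformed 30 min with biotin-H3(1-18)K9me3 peptide (50 nM) in PBS pH 7.4, 0.01% Tween-20. Compound added for 30 min at RT, then streptavidin donor/nickel chelate acceptor beads (10 ug/mL) for 30 min.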
Tb PGK inh: blocks T. brucei phosphoglycerate kinase; Potency, µM (highest dose often 57.5 µM), for inactives: top-dose activity change, negative = inhibition, usual class: inhibitors; PGK/GAPDH coupled, Kinase-Glo luminescence, 60 min; actives 0.043% (n = 380,000); P07378; note: potency is the fitted concentration of half-maximal effect; % is set by controls: 0 for no effect and ±100 for the full control effect; nearly all actives have a fitted effect of over 60% in size
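Recombinant glycosomal PGK reaction used 1,3-bisphosphoglycerate generated in-well by GAPDH (100nM final) in 100mM TEA pH 7.6, 5mM MgCl2, 0.01% Tween-20. After 60 minutes at room temperature, ATP was read by Kinase-Glo Plus luminescence end-point.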
USP1-UAF1 inh: USP1/UAF1 (human) deubiquitinase inhibition; recombinant USP1/UAF1, Ub-Rhodamine cleavage fluorescence; Potency, µM (top dose mostly 57.1 µM), inactives show at the top dose activity change, negative = inhibition, most hits filed as inhibitors; actives 0.23% (n = 390,000); O94782; note: potency is the fitted concentration of half-maximal effect; % is set by controls: 0 for no effect and ±100 for the full control effect; nearly all actives have a fitted effect of over 60% in size; inactives centre near -12
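USP1/UAF1 complex (1 nM) preincubated 15 min at room temperature with compound, then Ub-Rho substrate (150 nM final) added. Kinetic fluorescence at 480/540 nm over 6 reads at 60 s intervals; 50 mM HEPES pH 7.8, 0.5 mM EDTA, 0.1 mg/ml BSA, 1 mM TCEP, 0.01% Tween-20.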
Starred values were filed as active, the others as inactive; i = inactive; u = inconclusive; x = not tested or not shown; & = joins results of further samples; [ ] = another dose, or the depositor's remark. Unless noted, calls come from the whole dose curve; as a rule, active = well fitted curve in the direction sought with a large enough effect; inconclusive = small, poorly fitted or top-dose-only effect, or another doubt; inactive = no such curve, though single readings can be large; an effect the other way counts as inactive or inconclusive.

SMILES	TrxR1 substrate	Pin1 inh	GLS inh	TrxR1 inh	mIDH1 inhibitor	PI4K2A inh	HP1b chromo inh	Tb PGK inh	USP1-UAF1 inh
CCOc1ccc(NC(=O)CS(=O)(=O)c2cn(CC)c3ccccc23)cc1	12.0%[57.1 µM]	1.5%	2.4%	5.1%[57.1 µM]	2.4%	-3.7	62.3%[activator]	i	-16.2%
Cc1ccc(C(=O)COC(=O)CCC(=O)NC2CCCCC2)cc1[N+](=O)[O-]	9.3%[57.1 µM]	-8.5%	0.0%	17.7%[57.1 µM]	17.4%	-3.1	9.7%	-4.2%	-0.9%
CCC(=O)Nc1ccc(N2CCCCC2)c(C(=O)Nc2ccc(OC)cc2)c1	-5.9%	5.9%	8.4%	5.1%	1.2%	-2.9	-5.9%	-2.1%	-21.5%
CC1Cc2cc(S(=O)(=O)N3CCCCC3C)ccc2N1C(=O)C1CCC1 (stereo unspecified)	-4.8%	4.1%	2.9%	4.1%	-0.8%	-7.3	12.4%[57 µM]	0.9%	-0.6%
Cc1nn(C)c(=O)n1-c1ccc(OCc2ccccc2)cc1	5.8%	u	3.0%	22.2%	3.8%	u	19.0%	-17.1%	-2.2%
CC(=O)N/C(=C\c1ccccc1)C(=O)N1CCOCC1	-2.9%[57.1 µM]	2.0%	-8.2%	-7.2%[57.1 µM]	-7.6%	1.3	27.5%	-0.1%	-1.4%
O=C(CC1C(=O)NCCN1Cc1cccc(C(F)(F)F)c1)NC1CCCCCC1 (stereo unspecified)	4.2%	1.1%	3.3%	u	2.2%	-0.7	19.6%	-5.1%	-10.6%
CCCN(CCC)CCCNC(=O)C1CCCN(S(=O)(=O)c2cccc3nsnc23)C1 (stereo unspecified)	-7.8%	-3.0%	1.1%	-4.0%	-4.7%	-2.8	27.2%	-7.0%	u
CC1Cc2cc(S(=O)(=O)N(C)c3ccc(Br)cc3)ccc2N1C(=O)C1CC1 (stereo unspecified)	-5.0%	21.2%	-1.5%	18.7%	14.1%	-0.5	73.1%[activator]	-9.1%	-11.1%
O=C(Cc1n[nH]c(=O)c2ccccc12)Nc1cccc(S(=O)(=O)N2CCCC2)c1	0.1%	-7.6%	1.6%	7.5%	4.3%	-7.1	9.8%	-3.0%	-18.9%
O=C(O)CCn1ccc2cc(S(=O)(=O)N3CCCCCC3)ccc21	-4.4%&0.4%	-10.1%&7.3%	6.6%&-7.8%	10.2%&-8.5%	0.4%&19.6%	-2.3&1.3	22.5%&30.1%	-4.4%&-1.0%	-7.4%&-2.9%
O=C(N/N=C/c1cccnc1)c1ccc2c(c1)OCO2	-2.1%	-4.9%	-6.5%	-9.2%	0.2%	8.5	17.8%	-5.4%	-13.8%
CCCCCCNC(=O)CCc1nc2cccnc2n1Cc1ccc(OC)cc1	-11.8%	-11.3%	-0.3%	-7.8%	3.8%	-3.2	29.5%	-5.5%	-0.1%
O=C(COC(=O)c1cc[n+]([O-])cc1)Nc1ccc(Cl)cc1C(F)(F)F	-6.0%	-14.2%	19.3%	-4.9%	13.2%	2.0	20.5%	7.4%	-9.9%
O=C(c1cnn2c(C(F)F)cc(-c3ccccc3)nc12)N1CCCc2ccccc21	-1.6%[57.1 µM]	1.1%	-12.1%	2.5%[57.1 µM]	-0.6%	12.6	20.7%	i	-3.9%
COc1ccc(-n2nc3c(N4CCC(C(=O)NCc5ccccc5C)CC4)nnc(C)c3c2C)cc1	1.4%&2.1%	u	-2.7%&-17.7%	-25.0%&5.3%	-10.2%&6.4%	-2.1&1.9	54.4%&51.8%[activator]	1.3%&8.9%	u
COc1ccc(N(C(=O)CNC(=O)c2ccco2)C(C(=O)NCC2CCCO2)c2ccccc2)cc1OC (stereo unspecified)	-0.7%[57.1 µM]	-4.9%	6.2%	1.8%[57.1 µM]	4.7%	-0.9	70.1%[activator]	-6.3%	-4.6%
COc1ccc(/C=N/NC(=O)CCCC(=O)NC2CCCCC2)cc1	-11.9%	2.2%	1.5%	-22.0%	-9.2%	0.5	20.3%	-3.2%	-1.4%
O=C(Nc1cccc2c1N(C(=O)c1ccco1)CCC2)c1ccco1	3.5%[57.1 µM]	-0.4%	-0.8%	7.8%[57.1 µM]	3.9%	-1.2	27.8%	-1.5%	-3.7%
O=C(CCn1nc(-c2ccccc2)c2ccccc2c1=O)Nc1cccnc1	1.1%	-6.2%	10.8%	5.4%	-0.5%	-3.9	31.4%	3.3%	3.8%
CCOC(=O)c1cccc(NC(=O)c2cnc3sc(N4CCOCC4)nn3c2=O)c1	3.2%[57.1 µM]	-0.5%	-0.1%	15.8%[57.1 µM]	3.5%	2.6	31.6%	-1.7%	-24.1%
Nc1sc2c([n+]1CCCS(=O)(=O)[O-])CCCC2	-6.7%	1.8%	1.6%	-11.6%	4.1%	-0.4	37.5%	4.7%	3.6%
CCN(CC(=O)Nc1c(F)cccc1F)C(=O)c1ccc(=O)[nH]c1	0.3%	8.9%	6.6%	10.6%	0.0%	1.2	30.2%	3.9%	-7.3%
CCN(CC)C(=O)c1c(NC(=O)c2ccccc2)sc(C)c1C	-6.2%	9.5%	4.2%	-9.7%	5.1%	0.1	25.8%	7.1%	-7.9%
O=C(CN1C(=O)CCC1=O)Nc1nc(-c2ccc3ccccc3c2)cs1	1.8%	-3.7%	0.6%	16.7%	2.1%	-1.0	19.4%	-2.2%	-20.8%
CCCCNC(=O)CCC1N=C2c3ccccc3N=C(SCC(=O)NCCc3ccc(OC)c(OC)c3)N2C1=O (stereo unspecified)	-5.1%[57.1 µM]	-7.2%	28.1%	9.3%[57.1 µM]	5.9%	1.7	-7.0%	-7.0%	-25.7%
COc1ccccc1CNC(=O)c1ccc(CS(=O)(=O)c2ccccc2OC)o1	-10.8%	-2.1%	-2.5%	-26.1%	1.2%	-2.2	28.5%	-0.8%	-6.0%
CCc1noc(C)c1C(=O)NNC(=O)c1ccccc1	0.0%	-10.9%	13.9%	20.0%	-1.5%	-1.3	30.2%	-3.3%	-1.7%
CCOc1ccc(C(=O)NC(=S)NCc2cccnc2)cc1	-9.6%	0.1%	0.1%	-14.4%	1.5%	-3.9	28.1%	-5.8%	-12.9%
CC12CN(NC(=O)c3ccccc3F)C3(C#N)CC1CCC23C (stereo unspecified)	4.7%[57.1 µM]	-0.8%	-4.8%	27.9%[57.1 µM]	0.3%	2.0	10.4%	-11.1%	-10.6%
COc1cccc(-c2cc(C(F)(F)F)nc(NCc3ccc(F)cc3)n2)c1	7.5%	-0.9%	2.8%	29.4%	0.2%	-5.9	185.5%[activator]	2.8%	-8.6%
Cc1cccc(Nc2ncccc2C(=O)O)c1C	7.1%	-5.6%	15.0%&-6.0%	33.1%[activator]	0.4%	-8.4	13.3%	-12.6%	-12.2%
COCCN1C(=O)C(=O)/C(=C(/O)c2ccc(S(=O)(=O)N3CCOCC3)cc2)C1c1cccc(OC)c1 (stereo unspecified)	-5.0%	-3.3%	8.8%	7.0%	23.3%	-3.3	47.0%[activator]	8.7%	-7.5%
CNC(=O)[C@H](C)[C@@H]1C[C@@]1(C)[C@@H](NC(=O)OCc1ccccc1)c1ccccc1	-3.6%	u	-0.4%	5.4%	-4.9%	-4.7	35.1%	-4.8%	-25.6%
COc1cc(-c2nc3ccccc3s2)ccc1O	120.9%[activator]	-0.1%	9.1%	29.2%	-20.2%	-1.4	16.2%	x	-12.1%
CC1(C)N([O-])C2=C(CCCC2)[N+]1=O	-7.9%	u	0.0%	-4.0%[57.1 µM]	-10.8%	-1.5	-1.1%	-3.2%	-26.1%
CCc1ccc(NC(=O)CCC(=O)c2ccc(C)cc2)cc1	-1.5%	-10.2%	-4.7%	4.6%	3.2%	3.7	73.2%[activator]	i	-20.9%
CCN(C(=O)CSc1nnc(-c2c[nH]c3ccccc23)o1)C1CCS(=O)(=O)C1 (stereo unspecified)	-1.3%	2.3%	2.0%	14.8%	6.8%	0.8	51.6%[activator]	-0.1%	-17.7%
O=C(Nc1c(F)cccc1F)c1ccc2c(c1)CCN2S(=O)(=O)c1ccccc1	-1.8%	0.5%	-7.9%	25.9%	4.2%	3.4	22.4%	-2.9%	-24.1%
Cc1cc(NC(=O)c2ccc(Cl)cc2Cl)no1	-1.0%	-6.3%	2.7%	17.5%	1.2%	2.7	23.9%	-0.4%	1.4%
CC1=C(C(=O)OCc2ccccc2)C(c2ccc(C#N)cc2)NC(=O)N1CCCC(=O)O (stereo unspecified)	8.0%	-6.1%	3.2%	7.3%	13.1%	-4.9	46.2%[activator]	i	-19.1%
O=C1CCCN2N=C(SCC(=O)Nc3nccs3)SC2=N1	-2.1%	u	-4.8%	2.5%	3.6%	-3.9	5.0%	-12.9%	-12.7%
COc1ccc(NC(=O)CC(NCCc2ccccc2)C(=O)O)c(OC)c1 (stereo unspecified)	-9.7%	1.6%	1.4%	-20.7%	2.0%	-7.1	-4.6%	-0.5%	-11.0%

The list is partial; rates above refer to the full screens.
